# Bioassay records as filed in PubChem BioAssay.
# MC4R barr agon = agonists of human melanocortin 4 receptor (MC4R) beta-arrestin; U2OS MC4R beta-arrestin complementation, luminescence; percent of melanotan II response, DMSO zero; 360,000 tested, 0.98% active; activation, % at 8.9 µM; P32245; AID 540308;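 active = activation above a per-plate cutoff, the mean activation of sample wells on that plate plus 3 SD, cut at about 8% in these data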
# Vif inh = inhibitors of HIV Vif. AID 602346. HEK293T cells, Vif self-association by quenched fluorescence, imaging, 24 h. inhibition, % at 7.49 µM. 340,000 tested, 0.35% active; in the data active = inhibition above about 50%, passing the limit was not always enough; also: some results filed as inactive read as strong as hits
# PDI inh = inhibitors of human protein disulfide isomerase; PDI insulin aggregation turbidity, A650, 90 min; AID 588391; inhibition, % at 10 µM; 350,000 tested, 0.052% active;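 active = mean inhibition across replicates of 30% or more, whatever share of single replicates reach that level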;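 also: absorbance from insulin aggregation driven by PDI reduction with DTT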
# Glyco luc inh = N-linked glycosylation inhibition; 360,000 tested, 0.23% active; AID 588692; reporter increase, % at 12.5 µM; D54 ERlucT glycosylation luciferase reporter, 24 h; percent of 100 nM tunicamycin response;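 active = mean luciferase reporter signal, scaled so untreated is 0 and the glycosylation-blocking control 100, at or above a set limit in every replicate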;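 also: luciferase carries N-glycosylation sites so blocking glycosylation raises the light; 0% = median of neutral control wells and 100% = median of 100 nM tunicamycin wells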
# CaV13 ICDI inh = Primary screen for inhibitors of IQ motif and Ca2+-dependent inactivation inhibitor domain binding in CACNA1D, Förster resonance energy transfer in living cells, … | HEK cells, CFP/YFP FRET ICDI-IQ, plate reader, 10 min; percent FRET-ratio fall versus neutral wells | inhibition, % at 12.3 µM | 340,000 tested, 0.098% active | AID 743397;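 active = mean replicate inhibition of at least 30% and at least 1% of replicates passing that level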;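 also: 0% = median of the neutral control wells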
# ABCB6 inh MLPCN = blocks the human ABCB6 transporter. Q9NP58. K562-ABCB6 porphyrin accumulation, flow cytometry, 1 h; hits give low values. fluorescence ratio to DMSO, % at 10 µM. 360,000 tested, 0.19% active. AID 602162;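 active = fluorescence ratio to DMSO below 75%, the collection mean minus 3 SD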;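 also: signal is porphyrin accumulated inside mitochondria; 100% equals median channel fluorescence of DMSO control wells; lower ratio means ABCB6 inhibition with less porphyrin fluorescence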
# Target sequence (Q9NP58 whole entry, looked up): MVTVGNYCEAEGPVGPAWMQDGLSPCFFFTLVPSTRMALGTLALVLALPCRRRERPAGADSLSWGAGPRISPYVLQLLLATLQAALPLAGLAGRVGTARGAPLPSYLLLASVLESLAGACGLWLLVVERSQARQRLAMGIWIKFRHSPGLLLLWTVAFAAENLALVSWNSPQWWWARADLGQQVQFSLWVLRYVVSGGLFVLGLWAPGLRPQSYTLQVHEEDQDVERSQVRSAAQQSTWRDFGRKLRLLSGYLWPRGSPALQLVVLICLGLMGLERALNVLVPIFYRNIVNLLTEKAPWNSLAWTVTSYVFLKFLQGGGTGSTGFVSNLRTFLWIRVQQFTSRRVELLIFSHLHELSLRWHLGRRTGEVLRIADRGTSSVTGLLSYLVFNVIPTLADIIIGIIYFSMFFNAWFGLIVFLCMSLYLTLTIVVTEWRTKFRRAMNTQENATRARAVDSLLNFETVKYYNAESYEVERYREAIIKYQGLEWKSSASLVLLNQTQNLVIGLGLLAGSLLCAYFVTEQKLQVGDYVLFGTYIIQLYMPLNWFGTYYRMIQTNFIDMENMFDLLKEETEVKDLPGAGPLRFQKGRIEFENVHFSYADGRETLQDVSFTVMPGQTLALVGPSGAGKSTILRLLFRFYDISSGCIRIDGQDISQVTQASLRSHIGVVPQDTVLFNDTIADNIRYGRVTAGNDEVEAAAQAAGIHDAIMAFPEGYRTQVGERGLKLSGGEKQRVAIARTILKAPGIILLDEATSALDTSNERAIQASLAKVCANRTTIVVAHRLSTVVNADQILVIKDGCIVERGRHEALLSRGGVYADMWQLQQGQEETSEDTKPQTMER
# H9c2 protect = modulators protecting cardiomyocytes from myocardial damage. H9c2 cardiomyocytes, H2O2 injury protection, ATPLite, 2 h. protection from H2O2 cell death, % at 20 µM. 360,000 tested, 0.63% active. AID 588492;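 active = compounds giving at least 50% protection of heart cells from peroxide-induced death in the single-dose screen, raw or plate-pattern-corrected value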;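 also: 0% = DMSO wells with peroxide and 100% = DMSO wells without peroxide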
# m5-HT2A agonist = agonists of mouse serotonin 5-HT2A receptor (HTR2A); activation, % at 7.6 µM; CHO-K1 mHTR2A beta-arrestin complementation, luminescence; percent of 30 µM serotonin response; 360,000 tested, 0.66% active;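 active = activation above a run cutoff, the mean activation of all tested compounds plus 3 SD, cut at about 14% in these data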;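 also: 0% = plate median of compound wells and 100% = 30 µM serotonin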
# MC4R antag cAMP = human MC4R antagonism in cAMP assay; P32245; MC4R-expressing cells, MTII-stimulated cAMP, LANCE TR-FRET; inhibition, % at 6.5 µM; 360,000 tested, 0.48% active; AID 540295;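 active = inhibition above its plate's cutoff, the mean of tested wells on that plate plus 3 SD, cut at about 29% in these data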;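 also: 0% = Melanotan II alone and 100% = Melanotan II plus saturating MCL0020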
#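 Assay system: U2OS cells stably expressing human melanocortin 4 receptor (MC4R) / Dosing: 6.5 µM / Timing: compound 30 min, challenge 1 h, detection 1 h / Measured by: Eu-cAMP/anti-cAMP TR-FRET, emission 671 nm / Replicates: singlicate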
# aDG glyco act = increases alpha dystroglycan glycosylation; 360,000 tested, 0.22% active; Pro5-aDG cells, alpha-DG glycosylation AlphaScreen (IIH6); 0% Pro5, 100% B10-LARGE cell signal; activation, % at 10 µM;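 active = activation of at least 8% versus controls, or a plate z-score of at least 8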;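 also: Pro5 are CHO cells carrying HIG-tagged alpha-DG that lacks glycosylation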
# Numbers without * were called inactive; . = no result given.
# Preview, seven compounds:
nr	structure	MC4R barr agon	Vif inh	PDI inh	Glyco luc inh	CaV13 ICDI inh	ABCB6 inh MLPCN	H9c2 protect	m5-HT2A agonist	MC4R antag cAMP	aDG glyco act
1	Cc1cc(CNC(=O)c2cc(-c3ccccc3)nc3ccccc23)nn1C	-2.9	-2.1	6.2	3.5	-6.1	91.0	33.9	0.1	-4.2	-0.3
2	COc1ccccc1NC(=S)NNC(=O)c1ccc(O)cc1	-1.1	21.9	7.3	1.2	-4.0	101.0	-12.4	-1.4	0.7	0.1
3	COc1ccc2c(c1)CCc1sc(NC(=O)c3ccco3)nc1-2	-0.1	3.2	2.2	2.3	.	102.0	23.3	1.4	3.4	0.4
4	CCOc1ccc(NC(=O)c2sc3nc(N4CCOCC4)c4c(c3c2N)CCCC4)cc1	2.4	-2.0	5.8	0.3	-5.6	95.0	-1.8	-1.0	5.5	-0.1
5	O=C(c1cc2nc(-c3ccccc3)cc(C(F)(F)F)n2n1)N1CCCC1	4.0	-5.5	12.1	0.7	-16.2	96.0	-4.5	6.0	-6.5	0.1
6	CN1CCN(NC(=O)c2cc([N+](=O)[O-])cc([N+](=O)[O-])c2)CC1	-1.9	-4.9	0.6	1.8	-3.9	98.0	1.5	3.6	-3.0	0.3
7	COC(=O)c1c(C)oc2c1cc(NS(=O)(=O)c1cccs1)c1ccccc12	-1.8	.	4.0	0.0	-5.9	91.0	-6.1	-5.0	22.1	0.4

# Main list (from the top)
nr	structure	MC4R barr agon	Vif inh	PDI inh	Glyco luc inh	CaV13 ICDI inh	ABCB6 inh MLPCN	H9c2 protect	m5-HT2A agonist	MC4R antag cAMP	aDG glyco act
1	Cc1cc(CNC(=O)c2cc(-c3ccccc3)nc3ccccc23)nn1C	-2.9	-2.1	6.2	3.5	-6.1	91.0	33.9	0.1	-4.2	-0.3
2	COc1ccccc1NC(=S)NNC(=O)c1ccc(O)cc1	-1.1	21.9	7.3	1.2	-4.0	101.0	-12.4	-1.4	0.7	0.1
3	COc1ccc2c(c1)CCc1sc(NC(=O)c3ccco3)nc1-2	-0.1	3.2	2.2	2.3	.	102.0	23.3	1.4	3.4	0.4
4	CCOc1ccc(NC(=O)c2sc3nc(N4CCOCC4)c4c(c3c2N)CCCC4)cc1	2.4	-2.0	5.8	0.3	-5.6	95.0	-1.8	-1.0	5.5	-0.1
5	O=C(c1cc2nc(-c3ccccc3)cc(C(F)(F)F)n2n1)N1CCCC1	4.0	-5.5	12.1	0.7	-16.2	96.0	-4.5	6.0	-6.5	0.1
6	CN1CCN(NC(=O)c2cc([N+](=O)[O-])cc([N+](=O)[O-])c2)CC1	-1.9	-4.9	0.6	1.8	-3.9	98.0	1.5	3.6	-3.0	0.3
7	COC(=O)c1c(C)oc2c1cc(NS(=O)(=O)c1cccs1)c1ccccc12	-1.8	.	4.0	0.0	-5.9	91.0	-6.1	-5.0	22.1	0.4
8	CC(C)c1onc(C(=O)NCc2cccs2)c1[N+](=O)[O-]	-1.6	-13.1	2.0	-1.2	-5.0	109.0	7.6	-2.6	2.6	0.0
9	CCOC(=O)c1cc(C(=O)OCC)c(=O)[nH]c1SCc1ccccc1	4.4	3.3	-1.2	0.0	-5.5	104.0	-3.7	-0.4	18.7	0.0
10	CC1=NC(=O)C(N=Nc2cccc(C(=O)O)c2)N1c1ccccc1 (configuration not stated)	-1.1	-4.5	-8.1	-5.7	-8.5	107.0	-10.9	-1.0	-0.3	-0.2
11	CC(C)NC(=O)/C(=C/c1cn(-c2ccccc2)nc1-c1cccc([N+](=O)[O-])c1)NC(=O)c1ccccc1	4.1	-2.2	-16.7	-0.6	-2.6	104.0	3.4	3.1	11.3	0.0
12	c1ccc(COCCN2CCN(CCOCc3ccccc3)CC2)cc1	-1.7	9.7	-1.3	-0.8	-7.3	101.0	-0.8	-5.3	7.1	-0.1
13	COc1cccc(C(C)(O)c2nc(-c3ccc4ccccc4c3)cs2)c1 (configuration not stated)	-1.1	-1.3	1.4	-1.8	-6.9	103.0	-29.2	-4.0	2.9	0.0
14	O=C(Nc1ccccc1F)c1cc(Cl)sc1Cl	-0.3	12.7	-0.4	0.7	-3.1	89.0	-7.0	0.4	-0.6	-0.1
15	Cc1ccc(NC(=O)c2ccc([N+](=O)[O-])cc2Cl)nc1	-0.6	-2.3	0.5	-1.7	-3.8	100.0	-5.8	2.6	4.3	0.0
16	Cc1ccc(Sc2nc(C)cc(C)c2S(C)(=O)=O)cc1	-1.6	-0.2	-2.7	1.2	.	101.0	-2.6	-6.2	1.9	0.2
17	O=C(Nc1nccs1)c1cn(-c2ccccc2)nc1-c1ccncc1	-2.3	-2.5	-0.5	3.6	0.7	103.0	18.8	-1.5	4.2	0.4
18	Cn1c(=O)c2c(nc(SCCCC#N)n2Cc2ccccc2F)n(C)c1=O	-0.6	3.4	.	-3.7	-2.5	110.0	9.0	4.3	-11.6	0.1
19	CCOC(=O)c1c(NC(=O)CCN2CCOCC2)sc2c1CC(C)(C)OC2	-1.7	9.5	-3.8	-0.3	-5.0	95.0	1.7	-0.9	8.0	0.2
20	Cc1ccc(C)c(OCCC(=O)OCC(=O)NCCc2ccc(S(N)(=O)=O)cc2)c1	2.2	-0.3	1.3	2.4	-5.8	98.0	-2.6	3.7	6.9	1.2
21	O=C(NCc1ccc2c(c1)OCO2)c1nc(Cn2cc(Br)cn2)no1	-2.1	21.7	8.6	-0.6	-0.5	100.0	4.7	-2.7	7.2	0.0
22	CNc1cc(C)c(C#N)c2nc3ccccc3n12	-2.2	-4.7	-6.8	2.7	-19.4	102.0	-0.6	1.9	-7.4	-0.2
23	COc1ccccc1C(=O)Nc1nnc(S(=O)(=O)N2CCN(c3ccc(F)cc3)CC2)s1	-1.2	-6.3	-11.3	3.1	-2.8	104.0	-1.7	4.0	8.0	0.3
24	O=C(Cc1ccc(Cl)c(Cl)c1)Nc1ccc(S(=O)(=O)Nc2ncccn2)cc1	-1.3	38.6	9.1	-1.2	-4.7	91.0	3.0	4.8	5.3	-0.1
25	CCOC(=O)/C(=C\c1cn(C)c2ccccc12)[N+](=O)[O-]	-2.0	4.1	-4.6	5.7	-14.4	104.0	-4.4	5.0	14.9	-0.2
26	O=C(Nc1ccccc1)NC(Cc1ccc(O)cc1)C(=O)O (configuration not stated)	-1.6	2.2	-1.4	-0.4	-4.3	96.0	-13.0	7.4	-8.6	0.0
